Assay outcomes as filed in PubChem.
mut p53 react – restores mutant p53 pathway signaling in SW480 cells | SW480 PUMA-promoter luciferase, p53 mutant reactivation | activation, % at 9.98 µM | 28,000 compounds, 1.5% hits | AID 624151; in the data active means activation above about 52%
STK33 kin inh – inhibitors of human STK33 kinase | 27,000 compounds, 0.44% hits | Q9BYT3 | ADP-Glo luminescence, MBP substrate | inhibition, % at 12.5 µM | AID 2322; in the data active means inhibition above about 20%
Target sequence (Q9BYT3 whole entry, looked up): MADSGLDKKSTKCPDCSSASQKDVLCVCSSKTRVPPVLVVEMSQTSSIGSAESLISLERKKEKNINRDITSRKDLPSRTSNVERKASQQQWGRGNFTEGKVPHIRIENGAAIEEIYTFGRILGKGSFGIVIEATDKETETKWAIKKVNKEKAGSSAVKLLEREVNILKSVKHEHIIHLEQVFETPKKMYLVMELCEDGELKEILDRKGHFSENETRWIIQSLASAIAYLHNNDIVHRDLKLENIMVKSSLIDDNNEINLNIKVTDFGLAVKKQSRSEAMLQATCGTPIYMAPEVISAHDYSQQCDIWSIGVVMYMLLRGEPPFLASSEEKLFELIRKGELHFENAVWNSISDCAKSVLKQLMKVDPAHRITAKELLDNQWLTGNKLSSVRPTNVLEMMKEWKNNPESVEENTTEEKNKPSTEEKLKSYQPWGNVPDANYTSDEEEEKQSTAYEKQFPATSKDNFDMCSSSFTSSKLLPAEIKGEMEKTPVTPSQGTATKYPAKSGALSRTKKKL
Starred values were filed as active, the others as inactive; nt = not tested or not shown; & = joins results of further samples. These rows are one share of the data; count on the stated rates, not on these rows.

SMILES	mut p53 react	STK33 kin inh
C[C@H]1CN([C@@H](C)CO)C(=O)Cc2cc(NC(=O)Nc3ccc(C(F)(F)F)cc3)ccc2O[C@@H]1CN(C)C(=O)Nc1cccc2ccccc12	nt	-1.0
O=C(C[C@H]1C[C@@H]2c3cc(NC(=O)Cc4ccncc4)ccc3O[C@@H]2[C@@H](CO)O1)NCCN1CCCCC1	1.5	nt
Cc1ccc(S(=O)(=O)N(C)C[C@@H]2Oc3ccc(NS(=O)(=O)c4ccc(Cl)cc4)cc3CC(=O)N([C@@H](C)CO)C[C@@H]2C)cc1	nt	3.2
CCCNC(=O)N(C)C[C@@H]1Oc2ncc(C#CC3CC3)cc2C(=O)N([C@@H](C)CO)C[C@H]1C	-2.2	nt
COc1ccccc1CNS(=O)(=O)c1cc(C)ccc1OC	9.9	-4.3
Cc1cc(C(=O)Nc2cccc3c2O[C@@H](CN(C)C(=O)NC2CCCCC2)[C@@H](C)CN([C@H](C)CO)C3=O)n(C)n1	12.9	nt
C=CC[C@]1(C(=O)OC)COC(c2ccc(OCCCO)cc2)=N1	nt	-3.9
COc1ccc(S(=O)(=O)Nc2ccc3c(c2)C(=O)N([C@H](C)CO)C[C@H](C)[C@@H](CN(C)Cc2ccc(-c4ccccc4)cc2)O3)cc1	nt	2.4
C[C@@H]1CN([C@@H](C)CO)C(=O)c2cc(NC(=O)CCCN(C)C)ccc2O[C@@H](C)CCCCO[C@@H]1CN(C)S(=O)(=O)c1ccccc1	-0.5	nt
CCOc1ccc2nc(SCC(=O)Nc3ccc([N+](=O)[O-])cc3)[nH]c2c1	-5.3	-1.4
C[C@H]1CN([C@@H](C)CO)C(=O)Cc2cc(NC(=O)Nc3ccc(C(F)(F)F)cc3)ccc2O[C@@H]1CN(C)Cc1ccc2c(c1)OCO2	nt	0.8
COc1ccc(C#Cc2cnc3c(c2)C(=O)N([C@H](C)CO)C[C@@H](C)[C@@H](CN(C)CC2CCCC2)O3)cc1	-9.9	nt
CC(=O)Nc1cccc(NC(=O)c2cccc(Cn3cc(Cl)cn3)c2)c1	-7.8	1.0
C[C@H](CO)N1C[C@H](C)[C@@H](CN(C)CC2CC2)Oc2ccc(NC(=O)Nc3ccc(F)cc3)cc2CC1=O	-14.2	nt
Cc1noc(C)c1NC(=O)Nc1ccc2c(c1)CC(=O)N([C@@H](C)CO)C[C@@H](C)[C@@H](CN(C)Cc1ccc(Oc3ccccc3)cc1)O2	nt	2.6
CCC(c1nc2ccccc2c(=O)n1-c1ccccn1)N1C(=O)c2ccccc2C1=O (centres undefined)	3.3	0.1
CNC[C@@H]1Oc2ccc(NC(=O)Nc3c(C)noc3C)cc2CC(=O)N([C@@H](C)CO)C[C@@H]1C	8.7	2.0
COc1ccccc1OCC(=O)Nc1cccc(-c2nnc(-c3ccccc3)o2)c1	94.9*	15.5
C[C@@H]1O[C@@H](O[C@H]2[C@H](OC(=O)[C@]34CCC(C)(C)C[C@H]3C3=CCC5[C@@]6(C)C[C@H](O)[C@H](O[C@@H]7O[C@H](CO)[C@@H](O)[C@H](O)[C@H]7O)[C@@](C)(CO)C6[C@H](O)C[C@@]5(C)[C@]3(C)CC4)OC[C@H](O)[C@@H]2O)[C@H](O)[C@H](O)[C@H]1O[C@@H]1OC[C@@H](O)[C@H](O[C@@H]2OC[C@](O)(CO)[C@H]2O)[C@H]1O (some centres undefined)	-9.9	-4.3
Cc1ccc(Cl)cc1N(CC(=O)Nc1cccc([N+](=O)[O-])c1C)S(C)(=O)=O	-3.9	-3.2

Taken from above.
Cc1noc(C)c1NC(=O)Nc1ccc2c(c1)CC(=O)N([C@@H](C)CO)C[C@@H](C)[C@@H](CN(C)Cc1ccc(Oc3ccccc3)cc1)O2 | STK33 kin inh: 2.6
CCC(c1nc2ccccc2c(=O)n1-c1ccccn1)N1C(=O)c2ccccc2C1=O (centres undefined) | STK33 kin inh: 0.1

Next section
SMILES	mut p53 react	STK33 kin inh
C[C@@H]1CN([C@H](C)CO)C(=O)c2cc(NC(=O)CCC(F)(F)F)ccc2O[C@@H](C)CCCCO[C@@H]1CN(C)Cc1ccccc1	-4.0	nt
C[C@H]1CN([C@@H](C)CO)C(=O)Cc2cc(NC(=O)CCN3CCOCC3)ccc2O[C@@H]1CN(C)S(C)(=O)=O	nt	-1.2
CC1=CC(=O)OC(c2ccccc2)C1 (centres undefined)	nt	-0.8
COCC#Cc1ccc2c(c1)O[C@H](CN(C)Cc1ccccn1)[C@H](C)CN([C@H](C)CO)S2(=O)=O	-0.1	nt
C[C@@H]1CN([C@@H](C)CO)C(=O)c2cc(NS(=O)(=O)c3cn(C)cn3)ccc2O[C@H]1CN(C)Cc1ccc(C(=O)O)cc1	nt	-3.5
CN1C(=O)c2ccc(C(=O)Nc3ccc(OCC(=O)O)cc3)cc2C1=O	8.6	-3.9
Cc1ccc(S(=O)(=O)N(C)C[C@H]2Oc3ccc(NC(=O)c4ccncc4)cc3CC(=O)N([C@@H](C)CO)C[C@@H]2C)cc1	nt	0.0
COc1ccc(S(=O)(=O)Nc2ccc3c(c2)CC(=O)N([C@@H](C)CO)C[C@@H](C)[C@@H](CN(C)S(=O)(=O)c2c(C)noc2C)O3)cc1	nt	-4.1
C[C@H](O)C#Cc1ccc2c(c1)O[C@@H](CN(C)Cc1ccncc1)[C@H](C)CN([C@@H](C)CO)S2(=O)=O	3.5	nt
O=C(O)CCC(=O)Nc1ccc(Br)c(Cl)c1	-11.3	1.3
C[C@@H]1CN([C@@H](C)CO)C(=O)Cc2cc(NS(=O)(=O)c3cn(C)cn3)ccc2O[C@H]1CN(C)Cc1ccccc1	-7.3	nt
COc1ccc(S(=O)(=O)N(C)C[C@@H]2Oc3ccc(NC(=O)CCN4CCOCC4)cc3CC(=O)N([C@H](C)CO)C[C@H]2C)cc1	nt	3.1
C[C@@H]1CN([C@@H](C)CO)C(=O)c2cc(NS(=O)(=O)c3cn(C)cn3)ccc2O[C@@H](C)CCCCO[C@H]1CN(C)S(=O)(=O)c1cn(C)cn1	6.0	nt
COC(=O)c1ccccc1NC(=O)Cc1coc2c(C)c(C)ccc12	-2.8	-1.1
CS(=O)(=O)N(CC(=O)Nc1ccccc1-c1ccccc1)c1ccc(Br)cc1	-26.8	-0.5
Cc1ccc(N(C(C)C(=O)Nc2ccc(Cl)cc2)S(C)(=O)=O)cc1C (centres undefined)	-15.7	-3.6
Cc1noc(C)c1NC(=O)Nc1ccc2c(c1)C(=O)N([C@@H](C)CO)C[C@H](C)[C@@H](CN(C)S(=O)(=O)c1cccs1)OCCCC[C@H](C)O2	16.8	nt
C[C@H](CO)N1C[C@H](C)[C@@H](CN(C)C(=O)c2ccncc2)Oc2cc(-c3cccc(C#N)c3)ccc2S1(=O)=O	-2.6	nt
C[C@@H]1CN([C@H](C)CO)C(=O)Cc2cc(NC(=O)NC3CCCCC3)ccc2O[C@H]1CN(C)S(=O)(=O)c1ccc(Cl)cc1	-4.7	0.7
Cc1cc(C)c2c(=O)[nH]c(SCC(=O)NCc3ccccc3)nc2n1	12.9	-1.5

Some of the entries so far, with values under each structure.
Value order – mut p53 react, STK33 kin inh
COC(=O)c1ccccc1NC(=O)Cc1coc2c(C)c(C)ccc12
  -2.8, -1.1
CS(=O)(=O)N(CC(=O)Nc1ccccc1-c1ccccc1)c1ccc(Br)cc1
  -26.8, -0.5
Cc1ccc(N(C(C)C(=O)Nc2ccc(Cl)cc2)S(C)(=O)=O)cc1C (centres undefined)
  -15.7, -3.6
Cc1noc(C)c1NC(=O)Nc1ccc2c(c1)C(=O)N([C@@H](C)CO)C[C@H](C)[C@@H](CN(C)S(=O)(=O)c1cccs1)OCCCC[C@H](C)O2
  16.8, nt
C[C@H](CO)N1C[C@H](C)[C@@H](CN(C)C(=O)c2ccncc2)Oc2cc(-c3cccc(C#N)c3)ccc2S1(=O)=O
  -2.6, nt
C[C@@H]1CN([C@H](C)CO)C(=O)Cc2cc(NC(=O)NC3CCCCC3)ccc2O[C@H]1CN(C)S(=O)(=O)c1ccc(Cl)cc1
  -4.7, 0.7

The results go on:
SMILES	mut p53 react	STK33 kin inh
O=S(=O)(c1ccccc1)N(CC(F)(F)F)c1ccc(C(O)(C(F)(F)F)C(F)(F)F)cc1	-15.9	nt
C[C@H](CO)N1C[C@H](C)[C@@H](CN(C)S(=O)(=O)c2cn(C)cn2)Oc2ccc(NC(=O)C3CC3)cc2CC1=O	2.0	nt
C[C@@H]1CN([C@@H](C)CO)C(=O)c2cc(NC(=O)C3CCCCC3)ccc2O[C@@H]1CN(C)Cc1ccccc1	nt	-1.4
Cc1ccc(S(=O)(=O)N(CC(N)=O)c2ccc(Cl)c(Cl)c2)cc1	-15.7	-5.8
CN(CCc1ccccn1)c1ccc([N+](=O)[O-])cn1	36.9	-0.3
C=CCn1c2ccccc2c2nnc(SCC(=O)c3ccc(Cl)cc3)nc21	-5.0	5.6
Cc1ccc(-n2ncc(N(C)N3CC(C)(C)C3=O)c(Cl)c2=O)cc1	-7.4	nt
CC(=O)Nc1ccc(NC(=O)CSc2nnc3c4ccccc4n(C)c3n2)cc1	10.0	0.9
CC(C)NC(=O)Nc1ccc2c(c1)C(=O)N([C@@H](C)CO)C[C@@H](C)[C@@H](CN(C)Cc1ccc(C(=O)O)cc1)O2	nt	-0.7
CC(=O)OCC/C(=C\CC1(O)C(C)CCC2C(C)(C)CCCC21C)COC(C)=O (centres undefined)	1.1	-2.8
C[C@@H]1CN([C@H](C)CO)C(=O)Cc2cc(NC(=O)C3CCCCC3)ccc2O[C@H]1CN(C)Cc1ccncc1	nt	-2.2
C[C@H]1CN([C@@H](C)CO)C(=O)CCCn2nncc2CO[C@H]1CN(C)S(=O)(=O)c1ccc2ccccc2c1	-4.0	-0.4
COc1ccc(S(=O)(=O)Nc2ccc3c(c2)C(=O)N([C@@H](C)CO)C[C@H](C)[C@@H](CN(C)C(=O)NC(C)C)O3)cc1	nt	-1.1
NCCCC[C@H](N[C@@H](CCc1ccccc1)C(=O)O)C(=O)N1CCC[C@H]1C(=O)O	5.0	-4.4
C[C@H](CO)N1C[C@H](C)[C@@H](CN(C)Cc2ccc3c(c2)OCO3)Oc2c(NS(C)(=O)=O)cccc2C1=O	15.8	nt
C[C@@H]1CCCCO[C@@H](CN(C)C(=O)Cc2ccccc2)[C@@H](C)CN([C@H](C)CO)C(=O)c2cc(NS(=O)(=O)c3ccc(F)cc3)ccc2O1	nt	1.5
Cc1cc(C)c(NC(=O)CSc2nc(-c3ccccc3)c(-c3ccccc3)[nH]2)c(C)c1	-46.0	0.4
CC(C)(C)C1CCc2c(sc(NC(=S)NC(=O)c3cc4ccccc4o3)c2C(N)=O)C1 (centres undefined)	20.8	-4.1
C[C@@H]1CN([C@H](C)CO)C(=O)c2cc(NC(=O)Nc3ccc4c(c3)OCO4)ccc2O[C@H]1CN(C)S(=O)(=O)c1ccc(Cl)cc1	nt	1.5
C[C@H](CO)N1C[C@H](C)[C@H](CN(C)S(=O)(=O)c2ccccc2)Oc2ccc(NS(=O)(=O)c3cccs3)cc2CC1=O	9.1	2.5
C[C@@H]1CCCCO[C@H](CN(C)C(=O)c2ccncc2)[C@H](C)CN([C@@H](C)CO)C(=O)c2cc(N(C)C)ccc2O1	6.9	nt
Nc1ccccc1Nc1c(N)c(=O)oc2ccccc12	nt	3.9
Cn1cnnc1Sc1cc(C#N)c(C#N)cc1Sc1nncn1C	nt	0.2
OCC(Cc1ccc2c(c1)OCO2)C(CO)Cc1ccc2c(c1)OCO2 (centres undefined)	3.1	-2.2
CNCCc1ccccn1	7.6	5.4&1.2
Cc1cccc(NC(=O)CSc2cn(CCNC(=O)c3ccc(F)cc3)c3ccccc23)c1C	nt	1.0
COc1ccc(NC(=O)Nc2nn(Cc3c(F)cccc3Cl)cc2Br)c(OC)c1	-31.0	0.8
C[C@@H]1CCCCO[C@H](CN(C)C(=O)CCCN(C)C)[C@@H](C)CN([C@H](C)CO)C(=O)c2cc(NC(=O)Nc3cccc4ccccc34)ccc2O1	nt	1.0
CCn1cc(CNC(=O)c2cc(-c3cccnc3)nc3ccc(Br)cc23)c(C)n1	-0.2	-5.1
CCC(=O)N(C)C[C@H]1Oc2ncc(C#Cc3ccncc3)cc2C(=O)N([C@H](C)CO)C[C@H]1C	3.6	nt
C[C@H](CO)N1C[C@H](C)[C@H](CN(C)S(=O)(=O)c2ccc(F)cc2)Oc2ccc(NS(=O)(=O)c3ccc(Cl)cc3)cc2CC1=O	nt	-1.2
CC(C)(C)NC(=O)[C@H]1C[C@H]2CCCC[C@H]2CN1C(=O)C12CC3CC(CC(C3)C1)C2	nt	0.0
CC(C)C#Cc1cnc2c(c1)C(=O)N([C@@H](C)CO)C[C@H](C)[C@H](CN(C)Cc1cncnc1)O2	-1.0	nt
COc1ccc(NC(=O)C2CC(c3ccccc3O)=NO2)cc1OC (centres undefined)	23.0	-2.2
Cc1nn2c(CN(C(=O)CN3CCOCC3)c3ccccc3)nnc2c2ccccc12	16.7	-0.4
Cc1ccc(S(=O)(=O)n2nc(-n3c(C)ccc3C)c3c(F)cccc32)c2ccccc12	-32.4	nt
C[C@@H]1CCCCO[C@H](CN(C)S(=O)(=O)c2cccs2)[C@@H](C)CN([C@@H](C)CO)C(=O)c2cc(NS(C)(=O)=O)ccc2O1	6.2	nt
COc1ccc(CN(C)C[C@H]2Oc3c(NC(=O)Nc4ccc5c(c4)OCO5)cccc3C(=O)N([C@H](C)CO)C[C@@H]2C)cc1	61.5*	nt
CCOc1ccc2nc(Nc3nc(C)c(CCC(C)C)c(=O)[nH]3)nc(C)c2c1	12.9	-1.9
Cc1sc2ncn(CC(=O)Nc3c(C(C)C)cccc3C(C)C)c(=O)c2c1C	-3.3	0.8
Cc1nc(-c2cc(C#N)c(Oc3ccc(C(F)(F)F)cc3)nc2C)cs1	7.5	nt
CCOc1cc(C2N3CCc4ccccc4C3CN2S(=O)(=O)c2ccc(C)cc2)ccc1OC (centres undefined)	-15.1	nt
CCCCn1c(CSc2ccccn2)cn(-c2nnc(C(C)(C)C)s2)c1=O	4.9	nt
